Bioassay records (PubChem BioAssay)
PLCg1 inh: blocks human PLC-gamma1 enzyme activity; P19174; purified PLC-gamma1, fluorogenic substrate, fluorescence; inhibition, % at 12.2 µM; 370,000 tested, 0.84% active; in the data active = inhibition above about 9.5%
Target sequence (P19174 whole entry, looked up): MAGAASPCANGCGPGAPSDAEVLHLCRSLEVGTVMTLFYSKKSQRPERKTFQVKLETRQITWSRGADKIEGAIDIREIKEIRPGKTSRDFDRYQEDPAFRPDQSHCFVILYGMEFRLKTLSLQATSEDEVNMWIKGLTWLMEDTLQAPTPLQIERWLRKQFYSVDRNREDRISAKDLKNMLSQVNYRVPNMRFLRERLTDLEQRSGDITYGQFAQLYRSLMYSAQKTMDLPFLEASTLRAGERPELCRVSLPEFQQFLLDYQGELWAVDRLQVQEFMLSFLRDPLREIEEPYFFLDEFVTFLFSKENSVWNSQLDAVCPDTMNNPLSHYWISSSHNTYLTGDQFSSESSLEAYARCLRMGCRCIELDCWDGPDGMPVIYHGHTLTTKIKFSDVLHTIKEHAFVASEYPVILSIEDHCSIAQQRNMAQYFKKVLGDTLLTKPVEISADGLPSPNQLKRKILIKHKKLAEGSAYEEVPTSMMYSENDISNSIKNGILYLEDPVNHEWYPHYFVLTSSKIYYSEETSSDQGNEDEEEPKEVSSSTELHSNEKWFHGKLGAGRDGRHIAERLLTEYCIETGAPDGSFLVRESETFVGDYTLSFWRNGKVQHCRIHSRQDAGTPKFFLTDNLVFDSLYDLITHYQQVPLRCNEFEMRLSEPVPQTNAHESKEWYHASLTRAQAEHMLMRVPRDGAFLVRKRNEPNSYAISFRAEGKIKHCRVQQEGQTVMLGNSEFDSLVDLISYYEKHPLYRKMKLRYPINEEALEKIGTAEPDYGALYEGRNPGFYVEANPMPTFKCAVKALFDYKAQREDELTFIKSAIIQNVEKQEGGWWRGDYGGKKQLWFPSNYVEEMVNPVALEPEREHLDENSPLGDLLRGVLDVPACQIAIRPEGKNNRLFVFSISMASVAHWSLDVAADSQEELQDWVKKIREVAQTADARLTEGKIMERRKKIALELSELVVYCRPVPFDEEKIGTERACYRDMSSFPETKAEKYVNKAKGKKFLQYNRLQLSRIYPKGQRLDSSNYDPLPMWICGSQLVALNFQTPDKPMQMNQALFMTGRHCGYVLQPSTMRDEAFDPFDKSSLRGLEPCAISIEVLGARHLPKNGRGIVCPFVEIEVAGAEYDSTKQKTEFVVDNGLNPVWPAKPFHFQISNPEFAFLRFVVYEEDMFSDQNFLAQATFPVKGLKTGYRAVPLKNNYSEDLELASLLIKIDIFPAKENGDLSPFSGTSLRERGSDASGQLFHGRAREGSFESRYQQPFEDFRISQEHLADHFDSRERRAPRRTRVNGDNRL
Tn6 DDE FP: DD(E)-Tn6 binding inhibition, primary FP screen; Fibrin DD(E) TRITC-Tn6 fluorescence polarization displacement; inhibition, % at 8.3 µM; 370,000 tested, 0.21% active; AID 720509;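 active = inhibition above a per-campaign cutoff: mean of compounds within control limits plus 3 SD, cut at about 15% in these data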;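 note: 0% = median of all compound wells on the plate and 100% = blocking peptide control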
ARFGAP1 inh: rat ARFGAP1 inhibition | Q62848 | Arfgap1-stimulated ARF1 GTP hydrolysis, GDP FP detection | inhibition, % at 16.5 µM | 360,000 tested, 0.26% active | AID 651572;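 active = inhibition above a per-plate limit, mean inhibition of low control wells plus 3 SD, cut at about 25% in these data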;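 note: 0% = DMSO wells with enzyme and 100% = wells lacking Arfgap1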
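material = rat Arfgap1 catalytic domain, aa 1-136 | also added = human ARF1(Δ1-17)-GTP substrate | compound dosing = one concentration, 16.5 µM, DMSO 1.26% | times = GTP hydrolysis reaction 2 h at 25 °C | measured by = FP, GDP Alexa 633 tracer displaced from anti-GDP antibody, 620/688 nm | evaluation = percent inhibition of Arfgap1-stimulated GTP hydrolysis | replication = single well per compound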
PLC-beta3 inh: PLC-beta3 (human) inhibition, primary screen; Purified PLC-beta3, fluorogenic substrate, fluorescence; inhibition, % at 12.2 µM; 370,000 tested, 0.18% active; AID 720704; in the data active = inhibition above about 11%;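 note: 0% = median of compound wells on plate and 100% = full blocker control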
UHRF1 MBD2 ctr: human UHRF1 methylated DNA binding inhibitors; Q96T88; AID 687016; UHRF1 binding to methylated oligo, TR-FRET; inhibition, % at 4.4 µM; 370,000 tested, 0.75% active; in the data active = inhibition above about 21%;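 note: UHRF1 SRA domain binding a hemimethylated CpG hairpin DNA probe; 0% = median of test compound wells and 100% = reference inhibitor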
ADAM17 inh: inhibitors of human ADAM17; P78536; recombinant ADAM17, EDANS/DABCYL FRET peptide cleavage; inhibition, % at 6.95 µM; 370,000 tested, 0.83% active;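 active = inhibition above the mean of compounds lying between control limits plus 3 SD, set per campaign, cut at about 8.5% in these data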;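 note: 0% = DMSO-only wells as the low control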
Tn7 DDE FP: disrupts Tn7 cyclic peptide binding to fibrin D-Dimer-E complex. P02675. FP displacement of FITC-Tn7 peptide from fibrin DD(E); 0% = median of compound wells per plate. inhibition, % at 8.3 µM. AID 720508. 370,000 tested, 0.13% active;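 active = inhibition above the mean of compounds falling within the control limits plus 3 SD of them, cut at about 14% in these data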;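 note: 0% = plate median of compound wells and 100% = 10 µM Aha-Tn7 peptide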
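Assay system: human fibrin DD(E) protein / Input: 2 µM fibrin DD(E) / Benchmarks: high control of 10 µM Aha-Tn7 peptide / Measured by: fluorescence polarization of the labelled Tn7 tracer / Medium: Tris buffer with calcium and detergent, pH 7.8 / Timing: 10 min compound pre-incubation, 3 h probe incubation at room temperature / Repeats: one replicate per compound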
MBD2 DNA inh: blocks human MBD2 binding to methylated DNA; Q9UBB5; TR-FRET, MBD2 binding to methylated oligonucleotide; inhibition, % at 4.4 µM; 370,000 tested, 0.31% active; AID 686964; in the data active = inhibition above about 13%
ASAP1 inh: ASAP1 ArfGAP inhibition | Q9ULH1 | ASAP1-stimulated ARF1 GTP hydrolysis, GDP FP detection | inhibition, % at 16.5 µM | 360,000 tested, 0.19% active | AID 624377; in the data active = inhibition above about 25%;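 note: 0% = vehicle with enzyme and substrate and 100% = no enzyme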
KLK7 zymogen act: proKLK7 (human) activation, primary screen | purified proKLK7, EDANS-DABCYL substrate fluorescence; 100% is mature enzyme control, 0% vehicle | activation, % at 7 µM | 370,000 tested, 0.9% active | AID 652039;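 active = activation above the mean of all tested compounds plus 3 SD, computed per campaign excluding outliers beyond control limits, cut at about 13% in these data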
* marks the source's active call; other numbers are inactive results; · = not tested or not shown. Random draw from the library; about 4.1% have a hit in one of these screens.

SMILES	PLCg1 inh	Tn6 DDE FP	ARFGAP1 inh	PLC-beta3 inh	UHRF1 MBD2 ctr	ADAM17 inh	Tn7 DDE FP	MBD2 DNA inh	ASAP1 inh	KLK7 zymogen act
COc1ccc(C2(O)CCN(C(=O)c3ccc4c(c3)OCO4)CC2)cc1	1.6	3.1	-0.6	-0.4	1.4	-2.9	-7.9	0.8	-11.5	-0.4
COC(=O)CNC(=O)CN1C(=O)N(c2cccc(Cl)c2)C(N(O)C(=O)Nc2cccc(Cl)c2)C1(C)C (configuration not stated)	1.8	-6.8	18.0	1.1	1.1	-0.7	0.3	2.3	15.4	0.0
CC(=O)Nc1cccc(Nc2nc(-c3cccs3)nc3ccccc23)c1	-241.1	-6.5	20.6	-355.2	-0.4	-17.7	-7.2	-0.6	16.0	1.8
O=C(c1ccc(F)cc1)C1CCN(C(=S)NCC2CCCO2)CC1 (configuration not stated)	-1.8	8.2	0.8	0.8	16.9	-4.9	7.2	3.7	2.9	-0.5
O=C(O)Cc1sc(Nc2cccc3ccccc23)nc1-c1ccc(F)cc1	-12.3	-6.2	14.7	-29.0	0.3	-7.4	-2.4	0.1	-2.6	-0.7
CN(C)CC(=O)c1c(N)n(Cc2ccccc2)c(=O)n(C)c1=O	-4.8	-6.4	0.8	-3.5	4.5	-6.1	3.5	3.5	3.4	0.1
Cc1ccccc1N(C(=O)CNC(=O)c1ccco1)C(C(=O)NC1CCCC1)c1ccncc1 (configuration not stated)	1.4	6.3	-11.2	-6.9	0.3	-4.3	3.7	4.0	-3.2	0.2
Cc1cnn(-c2cc(N/N=C/c3ccccc3Cl)ncn2)c1	0.0	-1.3	-5.6	0.5	-1.5	-5.6	-3.4	-1.5	-19.4	0.0
Cc1ccc(NC(=O)CN2C(=O)S/C(=C\c3ccc(C(=O)O)cc3)C2=O)cc1	-1.7	-3.0	-1.9	-6.2	1.5	-2.1	2.7	9.2	-1.6	0.8
COc1ccccc1NC(=O)c1ccc[n+]([O-])c1	7.4	-3.2	-7.8	-0.6	2.1	3.4	4.7	-4.3	-3.1	0.2
Cc1ccc(-c2cccc3[nH]cc(C)c23)s1	-6.8	-3.6	·	-16.7	-0.8	-8.6	-3.5	-1.2	·	-1.6
COC(=O)c1nc(N)sc1-c1ccccc1	-74.9	-0.8	4.9	-82.5	-2.8	-7.6	-2.2	2.4	7.5	1.9

Entries listed so far with a Cl atom, in the order listed:
SMILES	PLCg1 inh	Tn6 DDE FP	ARFGAP1 inh	PLC-beta3 inh	UHRF1 MBD2 ctr	ADAM17 inh	Tn7 DDE FP	MBD2 DNA inh	ASAP1 inh	KLK7 zymogen act
COC(=O)CNC(=O)CN1C(=O)N(c2cccc(Cl)c2)C(N(O)C(=O)Nc2cccc(Cl)c2)C1(C)C (configuration not stated)	1.8	-6.8	18.0	1.1	1.1	-0.7	0.3	2.3	15.4	0.0
Cc1cnn(-c2cc(N/N=C/c3ccccc3Cl)ncn2)c1	0.0	-1.3	-5.6	0.5	-1.5	-5.6	-3.4	-1.5	-19.4	0.0

(more compounds)
SMILES	PLCg1 inh	Tn6 DDE FP	ARFGAP1 inh	PLC-beta3 inh	UHRF1 MBD2 ctr	ADAM17 inh	Tn7 DDE FP	MBD2 DNA inh	ASAP1 inh	KLK7 zymogen act
Cc1ccc(S(=O)(=O)N2CCC(C(=O)N[C@H](C(=O)NC3CCS(=O)(=O)C3)C(C)C)CC2)cc1 (some centres not stated)	-1.8	-1.0	4.4	-0.6	2.7	-4.9	1.8	6.1	3.4	-0.1
O=C(NCCN1CCOCC1)NC1(C(F)(F)F)Oc2ccccc2O1	3.2	-0.1	0.7	-2.6	-2.5	-0.3	1.2	2.5	13.0	0.4
O=C1CCc2cc(S(=O)(=O)Nc3ccccc3F)ccc2N1	3.9	-0.7	-9.1	-11.2	2.0	-5.9	3.6	4.7	14.7	0.2
Cc1cc(C)c(S(=O)(=O)N2CCN(C(=O)C3CC3)CC2)c(C)c1	2.1	9.4	-7.0	0.7	0.7	0.2	2.5	-0.4	-14.3	0.1
O=S1(=O)c2ccc(Br)cc2OCCC2CCCCN21 (configuration not stated)	-0.1	5.0	-3.1	-2.5	13.5	-3.4	-0.3	1.6	4.9	0.1
CCCC[C@H](C(=O)N(C)c1cccc(OC)c1)[C@@H](O)c1ccc(Cl)cc1	0.1	13.2	·	-1.1	-1.7	0.0	-2.7	3.4	·	0.6
O=C(NCc1ccco1)c1cccc(-c2ccc3nccn3c2)c1	2.7	-3.3	-0.5	-19.0	0.1	-8.4	4.7	4.9	0.8	-0.5
N/C(=N\NC(=O)Nc1ccc(Cl)cc1)c1ccccn1	4.6	1.4	5.4	-2.6	-0.5	-1.4	-3.2	-1.5	-1.1	-0.1
Cc1nnc(C)c2c(C)n(-c3ccc(Cl)c(N)c3)c(C)c12	-5.4	-3.0	4.3	-8.5	-3.0	0.0	-7.9	-6.7	6.2	-1.5
Cc1ccc(CSCCNC(=O)CSc2ccccc2)cc1	-1.8	0.5	8.4	-2.3	1.9	-2.8	3.2	7.8	2.8	-0.1
CS(=O)(=O)Nc1ccc(C(=O)N2CCN(c3ccccc3)CC2)cc1	-1.5	-0.8	-8.1	2.0	3.6	-1.9	-3.2	4.8	-4.1	0.2
COCCNC(=O)c1cccc2c(-c3cccc(C(N)=O)c3)coc12	2.1	0.7	1.4	0.6	-5.4	-0.4	-2.8	1.2	-1.5	0.2
CCOC(=O)CNC(=O)C(CO)NC(=O)OCc1ccccc1 (configuration not stated)	0.8	2.3	-4.8	-2.8	0.6	-5.5	9.6	4.0	-13.8	0.1
O=C(O)CCCCCCCCCC[n+]1ccccc1	-0.9	2.4	0.1	-4.6	0.1	-4.8	1.9	1.5	9.1	0.4
Clc1ccc(-c2csc(Nc3cccnc3)n2)cc1	10.2*	-2.2	4.8	7.2	5.5	3.6	0.5	-3.8	10.5	0.2
CCOC(=O)c1cnc2cc(F)c(F)cc2c1N1CCN(C)CC1	-1.9	6.2	-4.1	-6.0	0.5	-2.4	2.9	3.3	5.1	0.3
CCCCC(=O)Nc1nnc(S(=O)(=O)N(CC)c2ccc(OC)cc2)s1	-1.6	-3.7	7.5	-6.7	1.2	-4.0	-1.8	-0.8	4.6	0.8
O=C(NCc1ccccc1)c1cc2ccccc2oc1=O	-8.3	-0.8	4.5	-21.9	2.4	-25.1	4.4	1.1	4.9	0.0
Cn1c(=O)c2c(SCC(N)=O)nc(CC(C)(C)C)nc2n(C)c1=O	1.0	0.3	-4.5	1.2	1.6	-5.0	-5.4	4.6	5.8	-0.2
CC(C(=O)Nc1ccccc1)N(C)CCOc1ccccc1 (configuration not stated)	0.6	-6.0	9.7	-3.7	-1.1	0.1	6.3	0.5	-1.9	0.3
CCS(=O)(=O)N1CCN(c2ccc([N+](=O)[O-])c(N3CCOCC3)c2)CC1	2.3	8.6	-4.5	2.5	-8.6	0.6	-2.9	-9.2	-6.9	0.1
COc1ccc(Nc2c(-c3ccc(F)cc3)nc3nc(C)cc(C)n23)cc1	-29.4	16.5*	-0.8	-44.5	-0.9	-3.7	8.4	-5.8	-1.2	-0.1
CCn1ncc(Br)c1C(=O)Nc1cc(C)ccc1F	-0.8	-0.1	-5.8	-1.0	0.9	-6.3	-1.1	-1.1	7.3	-0.1
Cc1ccc(S(=O)(=O)NCCc2ccccc2)cc1	0.2	-0.3	6.2	-1.3	-0.2	-6.8	-0.4	-6.5	4.4	-0.5
CCCCCCCCCCOC(=O)c1csc2nnsc12	5.0	-2.1	-4.4	3.8	4.0	1.1	7.0	-5.9	-6.9	-0.8
O=C1C(=O)N(CCN2CCOCC2)C(c2cccc(Cl)c2)/C1=C(/O)c1ccc2c(c1)OCO2 (configuration not stated)	-7.3	-9.1	-6.5	-18.9	-4.9	1.9	-2.6	-0.2	-1.4	-0.2
O=C1C=CC(=O)N1c1ccccn1	-24.5	1.7	10.2	-40.0	5.5	-98.9	0.1	6.6	-0.9	1.8
CNC(=O)CSc1nnnn1-c1ccc2c(c1)OCCO2	0.9	-0.6	-5.7	0.6	-0.6	-2.9	-0.1	-2.3	-6.6	0.5
O=C(NC(NCC1CCCO1)C(Cl)(Cl)Cl)c1cccc2ccccc12 (configuration not stated)	-3.3	-0.8	-6.4	-3.3	1.7	-5.8	-2.5	0.1	7.6	-0.8
CCc1ccccc1NC1c2ccccc2C(=O)N1c1cccnc1 (configuration not stated)	7.7	-2.2	3.8	6.2	1.1	0.0	1.3	-1.1	-5.5	-0.3
S=C(Nc1ccc(Br)cc1)OCCN1CCCC12CCC(c1ccccc1)CC2 (configuration not stated)	-0.1	1.0	·	0.9	-1.3	5.0	0.1	-10.7	·	·
COc1ccc(-c2c(C(F)(F)F)nn(C)c2NC(=O)c2cccnc2)cc1	2.3	-1.4	5.0	-4.1	1.0	1.3	-1.1	-1.6	3.7	-0.1
O=C(Nc1ccc2c(c1)nc1n2CCN(Cc2ccccc2)C1)c1cccs1	-48.4	-6.6	-2.2	-66.2	-4.1	-18.3	-0.5	-5.0	1.9	-4.7

In another format: 7 of the compounds above
SMILES | PLCg1 inh | Tn6 DDE FP | ARFGAP1 inh | PLC-beta3 inh | UHRF1 MBD2 ctr | ADAM17 inh | Tn7 DDE FP | MBD2 DNA inh | ASAP1 inh | KLK7 zymogen act
COc1ccc(C2(O)CCN(C(=O)c3ccc4c(c3)OCO4)CC2)cc1 | 1.6 | 3.1 | -0.6 | -0.4 | 1.4 | -2.9 | -7.9 | 0.8 | -11.5 | -0.4
COC(=O)CNC(=O)CN1C(=O)N(c2cccc(Cl)c2)C(N(O)C(=O)Nc2cccc(Cl)c2)C1(C)C (configuration not stated) | 1.8 | -6.8 | 18.0 | 1.1 | 1.1 | -0.7 | 0.3 | 2.3 | 15.4 | 0.0
CC(=O)Nc1cccc(Nc2nc(-c3cccs3)nc3ccccc23)c1 | -241.1 | -6.5 | 20.6 | -355.2 | -0.4 | -17.7 | -7.2 | -0.6 | 16.0 | 1.8
O=C(c1ccc(F)cc1)C1CCN(C(=S)NCC2CCCO2)CC1 (configuration not stated) | -1.8 | 8.2 | 0.8 | 0.8 | 16.9 | -4.9 | 7.2 | 3.7 | 2.9 | -0.5
O=C(O)Cc1sc(Nc2cccc3ccccc23)nc1-c1ccc(F)cc1 | -12.3 | -6.2 | 14.7 | -29.0 | 0.3 | -7.4 | -2.4 | 0.1 | -2.6 | -0.7
CN(C)CC(=O)c1c(N)n(Cc2ccccc2)c(=O)n(C)c1=O | -4.8 | -6.4 | 0.8 | -3.5 | 4.5 | -6.1 | 3.5 | 3.5 | 3.4 | 0.1
Cc1ccccc1N(C(=O)CNC(=O)c1ccco1)C(C(=O)NC1CCCC1)c1ccncc1 (configuration not stated) | 1.4 | 6.3 | -11.2 | -6.9 | 0.3 | -4.3 | 3.7 | 4.0 | -3.2 | 0.2
